# EPAC1 agonist: EPAC1 (human) agonism; O95398; EPAC1 agonist qHTS, biochemical assay; response scale: 100% = response to 6.5 mM cAMP; Potency, µM (highest dose often 154 µM), for the others: at the highest dose activation, usual class: activators; AID 720707; 360,000 compounds, 0.073% hits; also: potency is read from the fitted curve at half-maximal effect; nearly all actives have a fitted effect of over 60% in size
# Target sequence (O95398 whole entry, looked up): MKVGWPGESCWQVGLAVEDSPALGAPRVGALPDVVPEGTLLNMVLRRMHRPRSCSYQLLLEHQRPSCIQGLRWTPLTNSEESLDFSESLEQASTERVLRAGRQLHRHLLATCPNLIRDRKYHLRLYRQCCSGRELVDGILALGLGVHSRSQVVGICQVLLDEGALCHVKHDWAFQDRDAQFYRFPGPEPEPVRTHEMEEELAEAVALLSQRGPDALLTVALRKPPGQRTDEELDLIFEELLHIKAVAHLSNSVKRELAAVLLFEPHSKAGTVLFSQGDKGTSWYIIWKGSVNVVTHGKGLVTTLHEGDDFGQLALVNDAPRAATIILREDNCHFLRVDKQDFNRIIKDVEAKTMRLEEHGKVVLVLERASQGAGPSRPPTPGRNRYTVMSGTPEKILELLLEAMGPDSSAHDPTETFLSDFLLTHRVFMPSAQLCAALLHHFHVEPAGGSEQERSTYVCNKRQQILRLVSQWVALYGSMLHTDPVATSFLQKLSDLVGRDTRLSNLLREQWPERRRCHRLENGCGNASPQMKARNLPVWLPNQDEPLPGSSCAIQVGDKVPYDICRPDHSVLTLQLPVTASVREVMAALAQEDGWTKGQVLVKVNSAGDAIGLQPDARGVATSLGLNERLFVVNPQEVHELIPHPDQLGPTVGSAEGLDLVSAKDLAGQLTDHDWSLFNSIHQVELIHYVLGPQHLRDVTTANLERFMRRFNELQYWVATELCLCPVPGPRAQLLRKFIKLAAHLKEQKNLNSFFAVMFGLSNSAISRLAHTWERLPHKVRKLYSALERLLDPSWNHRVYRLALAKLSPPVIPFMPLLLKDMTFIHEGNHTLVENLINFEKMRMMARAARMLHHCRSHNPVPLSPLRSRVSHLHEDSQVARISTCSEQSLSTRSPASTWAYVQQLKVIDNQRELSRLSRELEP
#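 EPAC1 100 nM, Rap1B–BODIPY-GDP 250 nM, unlabeled GDP 50 uM; compound titration; 5 min RT; kinetic read ex480/em540 at 5-min intervals ×30 min; data normalized to 6.5 mM cAMP agonist control.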
# PLK1 PBD block: PLK1 (human) polo-box domain binding inhibition; P53350; Plk1 PBD binding of FITC phosphopeptide, fluorescence polarization; Potency, µM, inactives show max response, negative = inhibition, usual class: inhibitors; 360,000 compounds, 2.8% hits; also: potency is read from the fitted curve at half-maximal effect; series mostly up to about 57 µM; % is scaled to controls: 0 for no effect and ±100 for the full control effect; nearly all actives have a fitted effect of over 65% in size
# WRN inhibitor: blocks human WRN helicase. Q14191. WRN helicase unwinding, fluorescent forked duplex, kinetic. Potency, µM (top dose mostly 114 µM), without a hit: at the top dose activity change, negative = inhibition, hits mostly inhibitors. 360,000 compounds, 0.46% hits. AID 651768; also: potency is read from the fitted curve at half-maximal effect; % is scaled to controls: 0 for no effect and ±100 for the full control effect; nearly all actives have a fitted effect of over 55% in size
#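 Primary qHTS, 1536-well format. 20 nM WRN + compound, 15 min RT; start with 100 nM forked fluorophore/quencher duplex, 2 mM ATP (final); kinetic read ex 525/em 598 nm.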
# Abeta yeast res: restores growth of yeast expressing A-beta42 peptide | yeast expressing A-beta42, growth rescue, OD600, 48 h; response scale: 0% DMSO, 100% iron-clioquinol control | Potency, µM (doses to about 46.1 µM), without a hit: top-dose growth rescue, actives largely listed as activators | 410,000 compounds, 0.063% hits; also: potency is read from the fitted curve at half-maximal effect; nearly all actives have a fitted effect of over 55% in size
#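 Yeast A-beta toxicity model in growth medium with pinned compounds, 48 h at 30 C; growth read as absorbance at 600 nm. Normalized to FeCl3/clioquinol equimolar mix (positive) and DMSO (negative).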
# IL2 activator: activates IL-2 in a cell-based reporter assay; IL-2 activation reporter assay, cell-based qHTS; stimulated with anti-CD3/CD4/CD28 beads; in transgenic mouse T cells; activation, % (series mostly up to about 46 µM); 360,000 compounds, 0.065% hits; in the data active = activation above about 50%; inconclusive = mostly about 30% to 49%; also: 0% is about no effect
#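 Unstimulated transgenic mouse T cells, 750 per well, received compound and, after 60 minutes, anti-CD3/anti-CD4 bead plus anti-CD28 stimulation. EGFP and DsRed were quantified after 18 hours.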
# EPAC1 antag: EPAC1 (human) antagonism | O95398 | EPAC1 GEF assay, Rap1b-BODIPY-GDP exchange fluorescence | Potency, µM (doses to about 115 µM), without a hit: at the highest dose activity change, negative = inhibition, actives largely listed as inhibitors | 360,000 compounds, 0.14% hits;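 also: potency is read from the fitted curve at half-maximal effect; plate controls were vehicle for no effect and positive control for full effect; nearly all actives have a fitted effect of over 50% in size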
# FUS yeast rescue: suppressors of FUS proteinopathy in yeast; S. cerevisiae FUS-expressing, growth rescue, OD600, 24 h; Potency, µM (doses to about 76.6 µM), inactives show at the top dose growth rescue (activation), actives largely listed as activators; 390,000 compounds, 0.24% hits;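 also: potency is read from the fitted curve at half-maximal effect; plate controls were DMSO vehicle for no effect and reference control for full effect; nearly all actives have a fitted effect of over 55% in size; some results filed as inactive show a strong effect at the top dose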
#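 Compound concentration series was pinned onto galactose-induced FUS-expressing yeast seeded at OD 0.005. Plates sat 24hr at 30C; absorbance at 600 nm gave growth. DMSO served as background control.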
# PI5P4Ka inh: PI5P4K alpha (human) kinase inhibition | PI5P4Kalpha enzyme, ADP-Glo luminescence, 60 min; hits give low values | max response, % | 330,000 compounds, 1.2% hits; active = max response of -50% or lower; inconclusive = between -30% and -50%; inactive = -30% or higher; also: value at the top dose of about 77 µM; % is scaled to controls: 0 for no effect and ±100 for the full control effect
#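 Enzyme plus substrate dispensed, test compounds pinned in, then ATP (5 microM final) added. After 60 min at RT, ADP-Glo reagent 1 for 45 min and reagent 2 for 30 min preceded luminescence imaging.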
# An asterisk follows results filed as active; ? = inconclusive; nt = no result given; [ ] = another dose, or the depositor's remark. Unless noted, calls follow the shape of the dose curve; as a rule, active = well fitted curve in the direction sought with a large enough effect; inconclusive = small, poorly fitted or top-dose-only effect, or another doubt; inactive = no such curve, though single readings can be large; an effect the other way counts as inactive or inconclusive.
SMILES,EPAC1 agonist,PLK1 PBD block,WRN inhibitor,Abeta yeast res,IL2 activator,EPAC1 antag,FUS yeast rescue,PI5P4Ka inh
CC1CCCN(c2nc3ccccc3nc2C(C#N)S(=O)(=O)c2ccccc2)C1 (stereo not given),56µM*,?,-13%,-3%,7.9,37%[activator],31%,0
O=C(CN(c1ccc(Cl)c(C(F)(F)F)c1)S(=O)(=O)c1ccccc1)N/N=C/c1cccc2c1OCCO2,6%,-8%,-33%,9%,-3.5,-9%,nt,-1
CC(=O)N/C(=C\c1ccccc1)C(=O)OC/C=C/c1ccccc1,-7%,2%,1%,-1%,-0.3,-5%,12%,2
CCc1ccc(C(=O)CSc2n[nH]c(-c3ccncc3)n2)cc1,1%,-5%,0%,-2%,-3.3,-10%,26%,nt
COc1ccc([C@H]2CC(=O)C=C(c3ccc(OC)c(F)c3)C2)cc1,-1%,-10%,-6%,0%,0.3,-12%,40%,0
Cc1cccc(C(=O)OCC(=O)Nc2c(C)n(C)n(-c3ccccc3)c2=O)c1O,-2%,-7%,-3%,4%,0.2,4%,18%,3
CCCc1nc2cc(C)c(Br)c(C)n2c1Cc1ccsc1,-3%,-6%,-4%,?,-0.3,-2%,19%,15
CCOC(=O)N1C2C=C(C)[C@@H]2[C@@H]2CC(=O)N21 (stereo not given in full),-11%,-6%,-16%,9%,-3.6,-2%,nt,4
Cc1cccc(NC(=O)CN2CCN(C(=O)C3CCN(C(=O)/C=C/c4ccccc4)CC3)CC2)c1C,1%,4%,1%,-13%,-0.1,28%,15%,-2
CC(C)(C)c1ccc(C2(C)NC(=O)NC2=O)cc1 (stereo not given),1%,-3%,14%,6%,1.7,9%,-4%,-4
CC(C)c1ccccc1NC(=O)Nc1ccc(F)cc1F,-7%,-1%,-8%,-8%,-4.3,2%,4%,-3
Cc1c(P(=S)(c2ccccc2)c2ccccc2)[n+]2ccccc2n1CCc1ccccc1,-5%,nt,nt,-20%,-0.6,7%,18%,nt
COc1ccc(NC(=O)Nc2ccc3c(c2)OCO3)c(C)c1,3%,-3%,-4%,9%,1.2,8%,-17%,1
CC(C)=CCCC(C)CN1CCC(n2nccc2NC(=O)c2ccc3c(c2)OCO3)CC1 (stereo not given),-8%,1%,-1%,1%,-1.9,9%,2%,-4
O=C1CN(C(=O)CSc2nc3ccccc3c(=O)n2CC2CCCO2)c2ccccc2N1 (stereo not given),2%,-19%,4%,12%,1.3,-13%,10%,4
COC(=O)CCCNC(=O)CC1C(=O)NCCN1Cc1ccoc1 (stereo not given),11%,-7%,6%,12%,-2.8,-22%,-29%,-1
COc1ccc(/C(O)=C2\C(=O)C(=O)N(Cc3ccco3)C2c2cc(OC)ccc2OC)cc1 (stereo not given),7%,0%,-6%,-26%,-1.2,7%,-13%,nt
O=C(CSc1ncccn1)Nc1cccc(S(=O)(=O)N2CCOCC2)c1,6%,-3%,-2%,-9%,-0.8,4%,-3%,9
Cc1ccccc1Cn1c(C)c(C(=O)N(C)Cc2ccc(F)cc2)sc1=O,-4%,-5%,0%[57.1 µM],8%,-0.5,-8%,41%,3
CSc1ccc(CNC(=O)C2(C)CCCN(C(C)C)C2)cc1 (stereo not given),-14%,-10%,0%,-3%,4.6,4%,-15%,-4
Cc1c(Br)c(=O)oc2c(C)c(O)ccc12,-10%,-14%,-27%,-21%,-0.2,15%,nt,-5
CC(=O)N1CCOc2ccc(S(=O)(=O)NCc3ccc(C)cc3)cc21,-6%,?,4%,14%,-1.7,4%,6%,-3
CN(Cc1c(C(=O)N/N=C/c2cccc(O)c2)nnn1-c1nonc1N)C1CCCCC1,-7%,-15%,0%,-14%,0.1,-26%,3%,3
O=C(COC(=O)C1CC2CCCC(C1)C2=O)NC(=O)c1ccccc1 (stereo not given),14%,-11%,7%,-16%,-0.1,-17%,-25%,-1
C[C@H]1CN([C@@H](C)CO)C(=O)CCCn2cc(nn2)CO[C@@H]1CN(C)S(=O)(=O)c1cccc(F)c1,-11%,33%[activator],4%,-13%,-2.0,-13%,-5%,5
SMILES,EPAC1 agonist,PLK1 PBD block,WRN inhibitor,Abeta yeast res,IL2 activator,EPAC1 antag,FUS yeast rescue,PI5P4Ka inh
O=C1OCCC1S(=O)(=O)c1ccc2ccccc2c1 (stereo not given),0%,-8%,-4%,7%,-1.8,3%,18%,nt
O=C(O)c1cccc(NC(=O)c2ccc(COc3ccc(Cl)cc3)cc2)c1,11%,-20%,-8%,-2%,0.6,-3%,-9%,-7
COc1ccc(CCN(Cc2ccccn2)C(=S)Nc2cccc(SC)c2)cc1OC,8%,-15%,-3%,-13%,-0.1,-15%,15%,5
CCCCCn1c(CCNC(=O)CCC)nc2ccccc21,-12%,0%,10%,-1%,-2.9,11%,-3%,2
COC(=O)c1[nH]c2cccc(OC)c2c1NC(=O)CN1CCN(c2cccc(OC)c2)C(C)C1 (stereo not given),-7%,2%,3%,-11%,-0.6,4%,-2%,0
O=C(NCCNc1ccnc2cc(Cl)ccc12)c1ccccc1F,1%,-4%,1%,-3%,-0.9,-10%,-9%,5
O=C(O)c1cc(S(=O)(=O)N2CCOCC2)c[nH]1,-2%,1%,1%,-6%,0.6,-1%,-15%,-4
CCCn1c(N)c(C(=O)CN(C)CC(=O)Nc2cccc(F)c2)c(=O)[nH]c1=O,10%,-1%,4%,-1%,-0.2,-10%,-9%,-1
CN1C(=O)C2(OCCCO2)c2ccccc21,12%,-18%,7%,4%,-0.3,-20%,-21%,-1
CCOC(=O)c1cc(C)n(CCc2ccccc2)c1C,13%,-6%,1%,-2%,-3.3,6%,25%,-8
C#CC(CC)(CC)NC(=O)c1cc(S(=O)(=O)N2CCCCC2)ccc1N1CCOCC1,-6%,-1%,0%,7%,-3.3,-6%,11%,-3
Cc1c(CCOC(=O)c2cccc([N+](=O)[O-])c2)sc[n+]1CC(=O)c1ccccc1,-6%,1%,-11%,-4%,-0.7,13%,-33%,-3
Cc1[nH]c(=O)c(C#N)c2c1CCCC2,5%,-6%,6%,6%,-2.0,10%,-9%,nt
O=C(NCCc1cccs1)C1CC(c2cccc([N+](=O)[O-])c2)=NO1 (stereo not given),3%,3%,0%,15%,-0.1,0%,-13%,-5
C#CCOCCOCCOCCNc1nc(N2CCN(C(=O)[C@H]([C@@H](C)CC)n3cc([C@@H](N)CO)nn3)CC2)nc(N2CCN(C(=O)[C@H](CCCCN)n3cc([C@@H](N)CO)nn3)CC2)n1,-5%,-18%,-30%,-17%,0.0,-1%,-1%,-1
O=C1OC2(O)C3C4C=CC(C4)C3C(=O)N2c2ccccc21 (stereo not given),15%,-1%,-3%,0%,-0.2,9%,5%,-3
Cc1ccccc1Nc1nc(N2CCOCC2)nc(N2CCOCC2)n1,-6%,-10%,-5%,5%,-3.9,-12%,-3%,1
CC/C(=N/O)c1cnnc(SC)n1,9%,-13%,2%,2%,0.5,-3%,6%,1
COc1ccc(-n2c(CN3CCOCC3)nc3ccc([N+](=O)[O-])cc3c2=O)c(OC)c1,-3%,-8%,-13%,-3%,-0.4,-17%,41%,-19
COc1ccccc1CNC(=O)/C=C/c1ccc(S(=O)(=O)N2CCOCC2)cc1,-2%,-4%,3%,-4%,-0.9,-17%,22%,-6
Cc1nc2ccccc2c(=O)n1NC(=O)c1c(F)cccc1F,-5%,-3%,-5%,-3%,-3.1,-24%,3%,-1
CCCN1CC(O)=C(C#N)C1=O,4%,-21%,-6%,7%,0.4,5%,12%,-5
CC(=O)Nc1cc(OC(=O)c2ccco2)cc(OC(=O)c2ccco2)c1,-2%,-4%,-11%,18%[9.22 µM],11,-12%,-41%,8
O=C(CCC(=O)c1cccs1)OCC(=O)N1CCN(C(=O)c2ccco2)CC1,4%,-2%,32µM*,5%,1.3,11%,7%,?
CCOc1ccc(CN(C(=O)/C=C/c2ccco2)C2CCS(=O)(=O)C2)cc1 (stereo not given),11%,-25%,2%,10%,0.1,0%,21%,-16
SMILES,EPAC1 agonist,PLK1 PBD block,WRN inhibitor,Abeta yeast res,IL2 activator,EPAC1 antag,FUS yeast rescue,PI5P4Ka inh
CCCC(=O)Nc1cc(C)c2c(=O)oc3ccccc3c2n1,-2%,4%,-2%,-22%,-0.2,2%,-22%,-3
COc1ccccc1NC(=O)COC(=O)c1cc([N+](=O)[O-])ccc1N1CCCC1,22%,-6%,1%,1%,-0.8,-29%,31%,4
N#CC12CCCCC1CC1CCCCC1(C#N)N2Cc1cccnc1 (stereo not given),2%,-6%,-27%[57.1 µM],13%,-0.3,0%,-24%,-12
CCOC(=O)C1=C(CC)OC(N)=C(C#N)C1c1ccc(NC(C)=O)cc1 (stereo not given),3%,-10%,-8%,-2%,1.9,-18%,-10%,-7
COC(=O)C(=Cc1ccccc1[N+](=O)[O-])C(=O)OC,4%,-28%,-21%,-42%[inhibitor],-0.8,-19%,-26%,3
CC(C)C[C@H](NC(=O)c1cc2cc(Cl)ccc2n1C)C(=O)N1CCC[C@H]1C(=O)O,-20%,3%,-6%,1%,-0.2,-11%,1%,-2
Cn1c(=O)c2cc(S(=O)(=O)NC(C(=O)NCc3ccccn3)c3ccccc3)ccc2n(C)c1=O (stereo not given),19%,1%,-3%,-11%,-0.8,0%,-14%,5
COc1cc(/C=N/NC(=O)c2cnn3c(C)cc(-c4ccccc4)nc23)ccc1O,-5%,0%,-6%,-2%,-0.3,0%,-9%,-4
CC(=O)c1c(N2CCOCC2)nc2ccc(Br)cc2c1-c1ccccc1,11%,-2%,5%,-30%,0.3,-14%,-7%,0
CCCCOC(=O)c1ccc(NC(=S)NC(=O)c2c(Br)c(C)nn2C)cc1,4%,-19%,6%,-9%,0.1,-1%,nt,2
C=CCn1c(SCC(=O)N(C(C)CC)C2CCS(=O)(=O)C2)nc2ccccc2c1=O (stereo not given),6%,-9%,5%,15%,-1.6,2%,14%,-6
O=C(CSc1cccc[n+]1[O-])N1CCc2ccccc21,0%,-9%,1%,-13%,-3.6,-6%,2%,-5

# Only EPAC1 antag, for some of the entries so far:
Structure,EPAC1 antag
CC(C)C[C@H](NC(=O)c1cc2cc(Cl)ccc2n1C)C(=O)N1CCC[C@H]1C(=O)O,-11%
Cn1c(=O)c2cc(S(=O)(=O)NC(C(=O)NCc3ccccn3)c3ccccc3)ccc2n(C)c1=O (stereo not given),0%

# High-throughput results (PubChem)
